# Screening results: PubChem BioAssay, National Center for Advancing Translational Sciences (NCATS)
# S2 tox = reduces viability in counter-screen for ATXN expression inhibitors; S2 cells (HEK-293 line with an ATXN2-luciferase reporter) viability, CellTiter-Fluor protease fluorescence, 24 h; Potency, µM (titrated, usually from 56.7 µM), hits mostly cytotoxic; 400,000 compounds, 0.49% hits; AID 651635; note: potency is the fitted concentration of half-maximal effect; nearly all actives have a fitted effect of over 40% in size
# SW480 rereplic = inducers of DNA re-replication in SW480 colon cancer cells | 340,000 compounds, 1.8% hits | Potency, µM (doses to about 46.1 µM), for the others: at the highest dose re-replication activation, most hits filed as activators | SW480 DNA re-replication, Hoechst DNA content imaging, 48 h; note: potency is the fitted concentration of half-maximal effect; % of control where 0% means no effect; nearly all actives have a fitted effect of over 55% in size
#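 Hoechst fluorescence of nuclei (405 nm excitation, 500-530 nm emission) measured by plate-scanning imager after 48 hr compound exposure at 37 C; re-replication scored as increased number of nuclei with elevated intensity.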
# IL-1B inflam inh = inhibitors of inflammasome signaling (IL-1 beta secretion) | THP-1 LPS/ATP IL-1B secretion, AlphaLISA, 16 h; hits give low values | activity change, % at 57.5 µM | 360,000 compounds, 4.7% hits; in the data active = activity change below about -50%; inconclusive = mostly about -30% to -49%; note: % is set by controls: 0 for no effect and ±100 for the full control effect
#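 Secreted IL-1B measured by AlphaLISA bead assay after 16 h compound exposure of THP-1 cells; compounds (final up to 57.5 uM) added 1 h before LPS (250 ng/mL) and ATP (1.25 mM) stimulation; lower signal means less secretion.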
# MCF10A rereplic = induces DNA re-replication in MCF 10a normal breast cells; MCF 10A DNA re-replication, Hoechst nuclear intensity, 48 h; Potency, µM (series often up to 46.1 µM), for inactives: top-dose activity, positive = re-replication, most hits filed as activators; 350,000 compounds, 2.9% hits; AID 624296; note: potency is the fitted concentration of half-maximal effect; % of control where 0% means no effect; nearly all actives have a fitted effect of over 50% in size
# KB-3-1 tox = KB-3-1 parental cell cytotoxicity. KB-3-1 viability, CellTiter-Glo ATP luminescence, 72 h. Potency, µM (titrated, usually from 46.1 µM), inactives show at the top dose activity change, negative = cytotoxic, actives largely listed as cytotoxic. 400,000 compounds, 1.4% hits. AID 1347075; note: potency is the fitted concentration of half-maximal effect; % is set by controls: 0 for no effect and ±100 for the full control effect; nearly all actives have a fitted effect of over 60% in size
#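 Here the drug-naive KB-3-1 line serves as comparator for MDR sub-line selectivity; cells received compound titrations, 72 h at 37 °C, then CellTiter-Glo readout.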
# HT1080-NT tox = kills 2HG-producing HT-1080-NT fibrosarcoma cells. HT-1080-NT fibrosarcoma viability, CellTiter-Glo ATP luminescence, 48 h. Potency, µM (highest dose often 46.1 µM), without a hit: at the top dose activity, negative = less viability, most hits filed as cytotoxic. 360,000 compounds, 1.6% hits;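 note: NT is the 2HG producing partner of a matched IDH1 knockdown line; potency is the fitted concentration of half-maximal effect; 0% = DMSO-treated cells and -100% = media-only wells without cells; nearly all actives have a fitted effect of over 55% in size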
#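 Luminescent CellTiter-Glo readout after 48 hours of compound exposure at 37 degrees C defined viability of HT-1080-NT cells. Activity was normalized to DMSO wells and cell-free media wells; concentration-response curves were fitted and assigned curve classes.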
# ATXN2 expr inh = reduces ATXN2 reporter expression in HEK-293 cells | HEK-293 ATXN2-luciferase reporter, luminescence, 24 h | Potency, µM (doses to about 57 µM), without a hit: at the top dose activity change, negative = inhibition, most hits filed as inhibitors | 360,000 compounds, 0.72% hits | AID 1745845; note: potency is the fitted concentration of half-maximal effect; % is set by controls: 0 for no effect and ±100 for the full control effect; nearly all actives have a fitted effect of over 55% in size
#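 qHTS (up to 57 uM final) was run with 24 h compound exposure of reporter cells at 37 °C. Each well was multiplexed: SteadyGlo luminescence measured ATXN2-luciferase expression after a fluorogenic Gly-Phe-AFC viability readout (25 uM final).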
# KB-V1 cytotox = KB-V1 MDR subline cytotoxicity; KB-V1 MDR cells viability, CellTiter-Glo, 72 h; Potency, µM (titrated, usually from 46.1 µM), without a hit: at the top dose activity change, negative = cytotoxicity, actives largely listed as cytotoxic; 400,000 compounds, 3.4% hits; AID 1347076; note: potency is the fitted concentration of half-maximal effect; % is set by controls: 0 for no effect and ±100 for the full control effect; nearly all actives have a fitted effect of over 60% in size
#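 KB-V1 MDR subline cells in DMEM (phenol-red free, 10% FBS) exposed to compounds in qHTS concentration series for 72 h at 37 degrees C. Viability read by CellTiter-Glo luminescence; concentration-effect curves fitted after normalization and correction.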
# HT1080 IDH1KD tx = HT-1080 IDH1 knockdown cell toxicity (counter line) | HT-1080 IDH1 knockdown viability, ATP luminescence, 48 h | Potency, µM (highest dose often 46.1 µM), for the others: top-dose activity, negative = toxicity, actives largely listed as cytotoxic | 360,000 compounds, 2% hits;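 note: potency is the fitted concentration of half-maximal effect; 0% = DMSO wells and -100% = cell-free medium wells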
#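 Knockdown cells (IDH1KD HT-1080) received compounds 2 h after plating at 750 cells/well and were kept 48 h at 37 °C in 5% FBS RPMI. A CellTiter-Glo luminescence read gave % activity for curve fitting.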
# Numbers without * were called inactive; i = inactive; ? = inconclusive; / = no result given; [ ] = another dose, or the depositor's remark. Unless noted, calls come from the whole dose curve; as a rule, active = well fitted curve in the direction sought with a large enough effect; inconclusive = small, poorly fitted or top-dose-only effect, or another doubt; inactive = no such curve, though single readings can be large; an effect the other way counts as inactive or inconclusive. Hits appear at their usual frequency, and some 11% of all compounds hit somewhere here.
SMILES | HT1080-NT tox | HT1080 IDH1KD tx | KB-V1 cytotox | SW480 rereplic | KB-3-1 tox | IL-1B inflam inh | ATXN2 expr inh | S2 tox | MCF10A rereplic
O=C(Nc1cc(C(F)(F)F)ccc1Cl)c1cc2nc3c(c(C(F)(F)F)n2n1)CCCC3 | -2.7% | -7.7% | -2.3% | 0.6% | 6.1% | 18.3 | 39.6%[activator] | i | 27.3%
O=[N+]([O-])c1ccc(N2CCN(CCO)CC2)cc1Sc1nc2ccccc2[nH]1 | -4.5% | -0.5% | 5.0% | -3.8% | -4.0% | 1.0 | -24.6% | ? | -1.7%
CCN(CC(=O)Nc1ccc(C#N)cc1)CC(=O)Nc1ccc2c(c1)OCCO2 | -2.8% | 3.2% | -14.5% | / | -14.3% | -3.1 | / | i | /
COc1ccc(-c2cc(C)no2)cc1S(=O)(=O)Nc1cccc(CN2CCCC2)c1 | -41.6% | -19.0% | -2.2% | ? | -20.2% | 0.0 | -5.0% | i | 20.7%
CC#CCCCC(=O)Nc1ccc(C(=O)O)cc1 | 7.1% | 6.2% | -5.2% | 5.8% | 0.6% | 17.3 | 2.8% | i | -1.1%
CSc1cccc(NC(=S)N(CCCN2CCCC(C)C2)Cc2cccs2)c1 (stereo not drawn) | ? | ? | 0.0% | -1.9% | 6.2% | / | -1.7%[11.3 µM] | ? | 12.6%
CCCCN(C)C(=O)Cn1nc(Cc2ccncc2)c2ccccc2c1=O | 25.1% | 12.0% | -1.0% | 1.1% | 4.0% | 6.9 | -9.1% | i | ?
Cc1cccc(NC(=O)C2CCN(C(=O)c3ccc(Cl)cc3)CC2)n1 | 4.6% | -12.6% | -4.8% | 1.1% | 1.5% | 19.7 | -5.1% | ? | 0.9%
COc1cc(C(=O)NCCSc2ccc(Br)cc2)cc(OC)c1OC | 6.4% | -11.6% | -23.4% | -4.7% | -1.6% | 6.9 | -22.6% | ? | 16.2%
CCOC(=O)c1c(NC(=O)CSc2nnc(-c3c[nH]c4ccccc34)n2CC)sc2c1CCCC2 | 16.1% | 15.0% | -0.2% | -0.9% | ? | -0.3 | -26.5% | ? | -1.5%
Cc1cc(Cl)ccc1C(=O)C1CCCN(C(=O)c2cccc(N3CCCC3=O)c2)C1 (stereo not drawn) | -7.2% | -1.3% | -26.0% | -0.6% | 9.5% | 10.0 | -5.9% | i | -1.8%
CCOC(=O)c1c(-c2ccc(C)o2)csc1NC(=S)NC(=O)c1ccccc1Br | ? | ? | 16.4µM* | ? | ? | -0.5 | 9.2% | i | ?
Fc1ccc(NCc2cccn2-c2nnc(N3CCOCC3)s2)cc1 | / | / | ? | / | -0.7% | / | 21.0% | i | /
COc1ccc(-c2c3c(=O)n(C)c(=O)n(C)c3c3c(C)nc4ccccc4n23)cc1 | / | / | -19.4% | / | 13.1% | / | -18.7% | ? | /
CSc1ccc(C(=O)C2CCCN(C(=O)c3cc(C)n(C)n3)C2)cc1 (stereo not drawn) | -5.5% | -18.3% | -29.2% | -28.4% | -2.0% | 15.5 | -17.4% | i | 4.1%
COc1ccc(SCCc2nnc(-c3ccccc3)o2)cc1 | 12.2% | -3.4% | -15.9% | 0.5% | -1.7% | -0.6 | / | i | -0.1%
O=C(O)c1cccc(CSc2nnc(-c3ccc(Cl)cc3)o2)c1 | 13.5% | 3.7% | 5.7% | -3.4% | -1.0% | 25.5 | / | i | 6.0%
Cc1ccc2nc(C3CCCN3Cc3nc(CCC(C)C)no3)[nH]c2c1 (stereo not drawn) | -12.2% | -10.8% | 6.51µM* | -4.0% | -13.5% | 4.0 | -5.7% | i | -1.1%
CCOC(=O)c1ccc(NC(=O)COc2ccccc2CNCCc2ccccc2)cc1 | ? | ? | -11.4% | -12.4% | 3.6% | -87.9* | ? | / | 2.31µM*
COc1cc(NC(=O)CCc2nc3cccnc3n2Cc2cccs2)cc(OC)c1OC | / | / | -7.4% | / | -11.8% | / | -4.2% | i | /
Cc1nnc(Sc2cc(C(=O)NCc3ccco3)c3ccccc3n2)s1 | 0.4% | -0.2% | -14.3% | -6.5% | -2.9% | 4.4 | 59.8%[activator] | i | 13.4%
Cc1cc(Cl)ccc1NC(=O)c1cc2ccccn2n1 | / | / | -29.4% | / | -18.3% | / | 32.4%[activator] | i | /
Cc1nn2c(C(F)(F)F)cc(-c3ccc(OC(C)C)cc3)nc2c1C#N | / | / | 0.0% | / | 1.2% | / | 10.8% | i | /
CC(=O)c1ccc(Sc2nnnn2-c2ccccc2)c([N+](=O)[O-])c1 | -17.5% | ? | ? | ? | ? | -99.7* | 24.1% | i | ?
COc1ccc(CCNC(=O)Cn2ccc3cc(S(=O)(=O)N4CCCCC4)ccc32)cc1OC | / | / | -13.2% | / | 0.9% | / | -8.0% | ? | /
Cc1cc(Cl)ccc1NC(=O)Cn1cncn1 | -0.2% | 5.4% | 12.2% | -6.1% | 9.0% | -13.7 | 3.7% | i | -13.8%
COCC(C)n1c(SC(C)C(=O)NC2CCCCC2C)nc2ccccc2c1=O (stereo not drawn) | 3.0% | -8.4% | -33.5% | -2.7% | -4.3% | i | -2.5% | ? | 4.7%
OC(CN1CCN(c2cccc(C(F)(F)F)c2)CC1)c1c[nH]c2ccccc12 (stereo not drawn) | ? | ? | -4.8% | 3.3% | 0.0% | 0.5 | -3.3% | i | ?
Cc1cccc(CNC(=O)c2ccc(-c3nc(CS(=O)(=O)c4ccccc4)c(C)o3)cc2)c1 | / | / | -16.4% | / | ? | / | -4.9% | i | /
CC(c1ccco1)N(C(=O)Nc1ccccc1)C1CCCCC1 (stereo not drawn) | 14.7% | -0.8% | ? | -3.9% | 1.4% | 3.7 | 1.3% | i | 2.0%
COc1ccc2c(=O)c(-c3ccc(C)cc3)c(-c3ccccc3)oc2c1 | 18.7% | 9.3% | 20.0% | -8.3% | 2.0% | 0.0 | 6.6% | i | ?
CSc1ccccc1NC(=S)Nc1ccccc1C(F)(F)F | 2.4% | -2.8% | -20.9% | -5.9% | -6.2% | 21.6 | 4.2% | i | -6.0%
Cc1ccc(S(=O)(=O)N2CCCC(C(=O)NCc3ccccc3F)C2)cc1 (stereo not drawn) | 17.9% | 14.4% | -7.5% | -34.7% | 11.4% | 9.3 | 2.5% | i | ?
COc1ccc(-c2c(C)nn3c(C)cc(C)nc23)cc1 | -17.0% | -12.0% | -25.0% | 2.9% | -6.0% | -22.3 | -9.0% | i | 10.2%
CCOC(=O)C(N=Nc1nn[nH]n1)C(C)=O (stereo not drawn) | 9.8% | 9.9% | 6.6% | / | 14.8% | 2.1 | / | i | /
Cc1cc(C(=O)N/N=C/c2cn(C)nc2C)c2ccccc2n1 | 7.6% | 0.0% | 12.0% | -9.8% | 0.0% | 5.0 | / | / | -7.6%
O=C(CN1CCN(CC(=O)Nc2ccc(Cl)cc2)CC1)Nc1ccc(F)cc1 | 18.0% | 6.2% | 0.0% | -3.5% | 0.9% | -10.8 | -21.0% | i | -4.8%
COc1ccc(CC(=O)N2CCc3cc(OC)c(OC)cc3C2O)cc1OC (stereo not drawn) | 4.7% | 6.0% | 3.5% | -2.9% | 13.2% | -12.8 | / | i | -0.5%
COc1ccc(C2SCC(=O)N2CCc2ccc(OC)c(OC)c2)cc1 (stereo not drawn) | ? | 18.4µM* | ? | 10.3µM* | ? | 2.5 | ? | i | 0.517µM*
CCc1ncc(C(O)c2cccc3ccccc23)n1C (stereo not drawn) | -24.1% | -15.8% | -29.2% | -4.8% | -8.9% | 3.1 | -8.4% | i | -1.1%
CCn1c(CCn2c3ccccc3c3ccccc32)n[nH]c1=S | -18.9% | ? | -20.8% | -2.7% | -21.1% | 4.0 | -14.0% | i | 5.9%
CCCCN1C2=NCCCN2c2ccccc21 | 9.4% | -8.9% | 10.3% | -4.7% | 2.0% | 14.2 | -19.3% | i | -3.8%
COc1ccc(-c2ccc3ccccc3n2)cc1OC | -15.9% | -1.3% | ? | -5.1% | -10.3% | -5.1 | 70.6%[activator] | i | -2.1%
Cc1ccc(S(=O)(=O)N2CCOCC2)cc1NC(=O)COC(=O)c1n[nH]c(=O)c2ccccc12 | 15.3% | 4.7% | -2.6% | -3.7% | 0.8% | 8.8 | -0.9% | i | 1.9%
COc1ccccc1Nc1nc2c(s1)CCC2 | 1.2% | 1.7% | -26.8% | -0.6% | -31.9% | -11.1 | 49.6%[activator] | i | 0.0%
CCCCCNCc1cccn1C | 13.0% | 21.8% | -16.3% | -1.9% | -7.0% | -4.7 | -5.3% | i | -5.6%
CCOC(=O)C(NC(=O)c1ccccc1)(OCc1ccccc1)C(F)(F)F (stereo not drawn) | 0.8% | 2.7% | -3.3% | -6.2% | 4.8% | 5.0 | -2.3% | i | 29.0%

# Taken from the listing (four entries):
SMILES | HT1080-NT tox | HT1080 IDH1KD tx | KB-V1 cytotox | SW480 rereplic | KB-3-1 tox | IL-1B inflam inh | ATXN2 expr inh | S2 tox | MCF10A rereplic
Cc1ccc(S(=O)(=O)N2CCOCC2)cc1NC(=O)COC(=O)c1n[nH]c(=O)c2ccccc12 | 15.3% | 4.7% | -2.6% | -3.7% | 0.8% | 8.8 | -0.9% | i | 1.9%
COc1ccccc1Nc1nc2c(s1)CCC2 | 1.2% | 1.7% | -26.8% | -0.6% | -31.9% | -11.1 | 49.6%[activator] | i | 0.0%
CCCCCNCc1cccn1C | 13.0% | 21.8% | -16.3% | -1.9% | -7.0% | -4.7 | -5.3% | i | -5.6%
CCOC(=O)C(NC(=O)c1ccccc1)(OCc1ccccc1)C(F)(F)F (stereo not drawn) | 0.8% | 2.7% | -3.3% | -6.2% | 4.8% | 5.0 | -2.3% | i | 29.0%
